PV pol inh – inhibitors of poliovirus RNA polymerase binding and polymerization. P03300. poliovirus polymerase elongation, fluorescence polarization; stronger effect = lower value. % elongation, % (compound at 16.7 µg/mL). hit rate 0.66% among 150,000. AID 588519; in the data active = % elongation below about 90%; note: some results filed as inactive read as strong as hits
Target sequence (P03300 1749-2209 limits assumed): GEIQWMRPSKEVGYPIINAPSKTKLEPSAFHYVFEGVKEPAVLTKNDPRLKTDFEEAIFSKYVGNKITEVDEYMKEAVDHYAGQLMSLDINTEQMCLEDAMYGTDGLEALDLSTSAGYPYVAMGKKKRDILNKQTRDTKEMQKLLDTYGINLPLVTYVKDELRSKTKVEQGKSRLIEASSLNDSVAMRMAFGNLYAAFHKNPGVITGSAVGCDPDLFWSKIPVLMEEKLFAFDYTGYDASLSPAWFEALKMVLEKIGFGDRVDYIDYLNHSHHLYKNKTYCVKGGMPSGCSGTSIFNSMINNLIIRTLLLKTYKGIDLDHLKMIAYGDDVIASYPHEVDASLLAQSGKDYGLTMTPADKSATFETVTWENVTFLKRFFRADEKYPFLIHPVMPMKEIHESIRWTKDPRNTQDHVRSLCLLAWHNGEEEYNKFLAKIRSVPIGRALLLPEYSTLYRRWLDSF
PV pol inh FP z-score – second read-out of PV pol inh, no call of its own (marks repeat the call); z-score; measured here: FP z-score; hits read low
An asterisk follows results filed as active.

SMILES	PV pol inh	PV pol inh FP z-score
CCOc1ccc(N=Cc2ccc(N(C)CCC#N)cc2)cc1	101.0	0
CCc1noc(-c2ccc(N3CCCCC3C)c([N+](=O)[O-])c2)n1 (configuration not stated)	103.0	-1.1
CC(=O)N1Cc2ccccc2C(C)CC12CCCCC2 (configuration not stated)	100.0	-0.7
CCOC(=O)CC1=NN(c2ccccc2)C(=O)/C1=C\c1cc(OC)c(OC)cc1OC	106.0	1.3
Cc1ccc(S(=O)(=O)NC2=NCN(CCOC(=O)c3ccccc3)CN2)cc1	102.0	0.2
Cc1cc(C(=O)OCC(=O)N(C)C2CCCCC2)c(C)o1	103.0	0.3
c1ccc2[nH]c(SCCCN3CCCCC3)nc2c1	99.0	-1
Cc1ccc(CSCc2ccc(C(=O)NCCC(C)C)o2)cc1	103.0	0.7
CN(c1ccccc1)S(=O)(=O)c1ccccc1C(=O)O	100.0	-0.3
CCCOc1ccc(=O)n(C)n1	104.0	0.6
COc1ccc(-n2nnnc2SCC(=O)N2CCCCC2C)cc1 (configuration not stated)	100.0	-0.7
CC1(C)C2CCC13CS(=O)(=O)N1OC13C2 (configuration not stated)	103.0	0.3
CN(C)CC(C)(C)NS(=O)(=O)c1ccc(Cl)cc1	98.0	-0.2
CCC(C)C1NC(=O)NC1=O (configuration not stated)	104.0	0.4
COc1ccc(CCC(=O)NCC#N)cc1	104.0	0.9
COc1ccc(N2CCN(C(=O)c3cc4c(=O)n(Cc5ccco5)ccc4nc3C)CC2)cc1	102.0	-0.9
Cc1ccc(/C(N)=N/OC(=O)Oc2ccccc2)cc1	100.0	0.1
CCOC(=O)C1CCCN(S(=O)(=O)c2cc3c(cc2C)NC(=O)CO3)C1 (configuration not stated)	109.0	0.6
O=C(O)/C=C/c1ccc(-c2ccc(Cl)cc2)o1	102.0	0.3
CCCCOC(=O)/C(C#N)=C/c1ccc(-c2cccc(C(F)(F)F)c2)o1	109.0	0.5
CCCc1cc(=O)[nH]c(Nc2cccc(Cl)c2Cl)n1	110.0	1
COc1ccc(S(=O)(=O)c2c(Nc3ccc(C)cc3)sc(C(=O)c3ccc4c(c3)OCO4)c2N)cc1	109.0	0.8
Cc1ccc(Cn2cc(S(=O)(=O)c3ccccc3)c(=O)c3cc(F)c(N4CCOCC4)cc32)cc1	106.0	-0.4
CC1=CCP(=O)(c2ccccc2)C1 (configuration not stated)	104.0	0.4
CCN(Cc1nc(-c2ccc(OC)cc2)no1)C(=O)/C=C/c1ccc(OC)c(OC)c1	100.0	-0.7
Nc1c2c(nn1-c1ccccc1)CCC2	97.0	-0.9
C/C=C/c1ccc(OCC(=O)OC(C)C(N)=O)c(OC)c1 (configuration not stated)	97.0	-0.5
NS(=O)(=O)c1ccc(NC(=O)CN2CC(=O)NC(=O)C2)cc1	101.0	0.3
COc1ccc(OCC(=O)Nc2ccc3c(c2)nc(CCNC(=O)c2ccco2)n3C)cc1	101.0	-1.6
CCOc1cc(-c2nnc(SCC(=O)NC3CCCCC3)nc2-c2ccc(OC)c(OCC)c2)ccc1OC	110.0	0.6
C=CCc1cccc2cc(-c3nc4ccc(C(=O)O)cc4[nH]3)c(=O)oc12	109.0	0.5
c1cc(-c2nc3cc4sc(-c5ccn[nH]5)nc4cc3s2)[nH]n1	97.0	-1.4
CC(=O)OC1(c2ccccc2)CCN(C)C2CCCCC21 (configuration not stated)	100.0	-0.5
CC(=O)Oc1ccc(-c2ccccc2)cc1	104.0	0.6
Cc1cc(N2CCOCC2)nc(SCc2cc3c(cc2Cl)OCO3)n1	99.0	-0.5
CCOc1ccccc1NC(=O)COc1ccccc1F	100.0	-0.8

Gathered by group: the compounds so far containing nitrogen in an aromatic ring.
SMILES	PV pol inh	PV pol inh FP z-score
CCc1noc(-c2ccc(N3CCCCC3C)c([N+](=O)[O-])c2)n1 (configuration not stated)	103.0	-1.1
c1ccc2[nH]c(SCCCN3CCCCC3)nc2c1	99.0	-1
CCCOc1ccc(=O)n(C)n1	104.0	0.6
COc1ccc(-n2nnnc2SCC(=O)N2CCCCC2C)cc1 (configuration not stated)	100.0	-0.7
COc1ccc(N2CCN(C(=O)c3cc4c(=O)n(Cc5ccco5)ccc4nc3C)CC2)cc1	102.0	-0.9
CCCc1cc(=O)[nH]c(Nc2cccc(Cl)c2Cl)n1	110.0	1
Cc1ccc(Cn2cc(S(=O)(=O)c3ccccc3)c(=O)c3cc(F)c(N4CCOCC4)cc32)cc1	106.0	-0.4
CCN(Cc1nc(-c2ccc(OC)cc2)no1)C(=O)/C=C/c1ccc(OC)c(OC)c1	100.0	-0.7
Nc1c2c(nn1-c1ccccc1)CCC2	97.0	-0.9
COc1ccc(OCC(=O)Nc2ccc3c(c2)nc(CCNC(=O)c2ccco2)n3C)cc1	101.0	-1.6
CCOc1cc(-c2nnc(SCC(=O)NC3CCCCC3)nc2-c2ccc(OC)c(OCC)c2)ccc1OC	110.0	0.6
C=CCc1cccc2cc(-c3nc4ccc(C(=O)O)cc4[nH]3)c(=O)oc12	109.0	0.5
c1cc(-c2nc3cc4sc(-c5ccn[nH]5)nc4cc3s2)[nH]n1	97.0	-1.4
Cc1cc(N2CCOCC2)nc(SCc2cc3c(cc2Cl)OCO3)n1	99.0	-0.5

Following part
SMILES	PV pol inh	PV pol inh FP z-score
CCCCN1C(=O)CN(C2CCCCCC2)C(=O)C1c1ccc(OC(C)C)c(OC)c1 (configuration not stated)	105.0	-0.6
O=C(O)CCN1C(=O)SC(Nc2cccc3ccccc23)C1=O (configuration not stated)	101.0	-0.2
CC(=O)c1ccc(NC(=O)c2cn3c4c(ccc(Cl)c4c2=O)OC(C)C3)cc1 (configuration not stated)	114.0	0.7
O=S(=O)(c1ccc2nc(Nc3ccc(Br)cc3F)ccc2c1)N1CCCC1	98.0	-1.9
c1ccc(OCCSc2nc3ccccc3n2CCOc2ccccc2)cc1	100.0	-0.2
C=CCSc1nc2ccccc2n1C(=O)c1ccc2c(c1)OCO2	102.0	0.2
CS(=O)(=O)N1CCc2cc(C(=O)N3CCN(c4ccc(F)cc4)CC3)ccc21	105.0	-0.2
O=C(Nc1c[nH]c2cc(Cl)ccc2c1=O)N1CCCCC1	109.0	1.3
COc1ccc(C2=NN(C(=O)CSc3n[nH]c(-c4ccc(Br)cc4)n3)C(c3ccco3)C2)cc1 (configuration not stated)	102.0	-0.2
C=C1O[C@@](CO)(n2cnc3c(N)ncnc32)[C@H](O)[C@@H]1O	99.0	0.1
COc1ccc(CN2CCCN(CC(=O)Nc3ccc(Br)cc3F)S2(=O)=O)cc1	106.0	0
CCc1nnc(NC(=O)C2CCCO2)s1 (configuration not stated)	106.0	1.3
CC(=O)N1c2c(cc(Br)cc2S(=O)(=O)Nc2ccc(OC(F)(F)F)cc2)CC1C (configuration not stated)	101.0	-1.2
N/C(CC(=O)NCc1ccccc1)=N\O	103.0	0.2
Cc1cc(C)cc(NC(=O)Nc2cccs2)c1	113.0	0.9
c1ccc(-c2nnc(-c3ccco3)o2)cc1	102.0	-0.4
Cn1c(=O)c2c(ncn2CC(=O)NN)n(C)c1=O	104.0	0.6
O=C1C2CC3CC1CC(C(=O)O)(C3)C2	99.0	-0.4
CC(Oc1ccc(-c2ccccc2)cc1)C(=O)N1CCN(S(C)(=O)=O)CC1 (configuration not stated)	98.0	-1.9
CCCc1nncn1NC(=O)OCC	102.0	-0.1
Cn1c(=NC(=O)c2cccc(C(F)(F)F)c2)sc2c3ccccc3ccc21	99.0	-0.5
[O-][n+]1onc2c1CCc1c-2nc(-c2ccco2)n1O	103.0	0
Cn1nc(C(=O)OCC(=O)C(C)(C)C)c2ccccc2c1=O	96.0	-0.7
Cc1c(N2C(=O)CSC2c2ccc(F)cc2)c(=O)n(-c2ccccc2)n1C (configuration not stated)	102.0	0.1
Cc1ccc(NC(=O)CC2(C(F)(F)F)OCCO2)cc1Cl	105.0	0.7
O=C(CN1C(=O)c2ccccc2C1=O)N1CCN(Cc2ccccc2)CC1	103.0	-0.2
COc1cccc(C(=O)NCc2ccccc2F)c1	100.0	-0.4
CCNC(=O)c1ccc(C23CC4CC(CC(C4)C2)C3)o1	99.0	-0.8
Cc1ccc(-c2nnn(CC(=O)N(CC(=O)NCC3CCCO3)C3CCN(Cc4ccccc4)CC3)n2)o1 (configuration not stated)	105.0	1.1
O=S(=O)(Nc1cccc(-c2ccc(N3CCCCCC3)nn2)c1)c1cccc(F)c1	102.0	-0.9
COc1ccc(C2C(=O)N(C3CCCCC3)CC(=O)N2CCc2ccc(OC)c(OC)c2)cc1 (configuration not stated)	112.0	0.6
Cc1cccc(NC(=O)CSc2nc(-c3ccccc3)cc(=O)[nH]2)c1C	98.0	-1.2
CNC(=O)c1ccccc1-[s+]1c2ccccc2c(=O)n1C (configuration not stated)	102.0	-0.3
Cc1cc(OC(C)C(=O)Nn2cnnc2)ccc1Cl (configuration not stated)	101.0	-0.6
CCCOc1ccc(C2SCC(=O)Nc3c2c(C)nn3-c2cccc(C)c2)cc1OC (configuration not stated)	108.0	0.2
O=C(c1ccccc1)N1CCN(C2=NS(=O)(=O)c3ccccc32)CC1	103.0	0.2
CC1CCCC(C)N1C(=O)CSc1nc2cc(Cl)ccc2o1 (configuration not stated)	102.0	0
Cc1ccc2oc(C(=O)Nc3sc4c(c3C(=O)NCc3ccco3)CCC4)cc(=O)c2c1	107.0	-0.1
COc1ccc(Cn2c(C(=O)O)c(CNCc3ccco3)c3ccc(OC)cc32)cc1	102.0	-0.9
COc1ccc(Cl)cc1-c1nc(SCC(=O)NCC(F)(F)F)n[nH]1	102.0	-0.2
CCCS(=O)(=O)N1CCC(C(=O)NCCOC)CC1	118.0	1.9
Cn1c2ccccc2c2cnn(CC(=O)NCc3ccccc3)c(=O)c21	99.0	-1
O=C(/C=C/c1ccccc1)/C=C/c1ccccc1	102.0	0
FC(F)(F)c1n[nH]c(=S)n1/N=C/c1ccc(Cl)cc1	99.0	-0.4
CN(CC(=O)Nc1ccc(N2CCOCC2)cc1)CC(=O)Nc1ccccc1C(=O)c1ccccc1	108.0	0.7
COc1ccc(Cn2ccc3nc(C)c(C(=O)Nc4ccc(C)c(F)c4)cc3c2=O)cc1	115.0	1.7
N#Cc1oc2ccccc2c1NC(=O)COC(=O)CSc1ccc2ccccc2c1	96.0	-0.8
CC(C)Cc1ccc(C(C)C(=O)NCCc2c[nH]c3ccccc23)cc1 (configuration not stated)	108.0	0.5
Cc1ccsc1C(=O)N1CC(C)OC(C)C1 (configuration not stated)	103.0	-0.1
O=C(NC1CCCCCC1)c1cc2c(s1)CS(=O)(=O)C2	101.0	-0.4
COc1ccccc1Nc1ncnc2c1nc1n2CCCC1	105.0	0.4
CC1=Nc2ccc(Br)cc2C(c2ccccc2)N1CC(=O)O (configuration not stated)	101.0	0.1
COc1ccc(-c2nc3sc(CCNC(=O)Cc4ccc(Cl)cc4)c(C)n3n2)cc1	105.0	-0.5
COc1ccc(-n2nc(C(F)(F)F)cc2-c2cccs2)cc1	102.0	-0.4
O=C(Cc1cccs1)Nc1cccc(-c2nnc(-c3ccco3)o2)c1	97.0	-0.7
CCOC(=O)N1CCN(C(=O)CCCN2C(=O)/C(=C\c3cccs3)SC2=S)CC1	102.0	0.2
Cc1ccc(C)c(NC(=O)CN(C)S(=O)(=O)c2ccc3c(c2)CCC(=O)N3)c1	104.0	-0.3
N#CN=C(c1ccccc1)c1ccccc1	103.0	0.3
Cc1ccc(-n2c(SCc3ccccc3)nc3c([nH]c4ccccc43)c2=O)cc1	105.0	-0.4
CCCc1c(C)c2ccccc2[nH]c1=O	101.0	-0.2

Next entries:
SMILES	PV pol inh	PV pol inh FP z-score
CN1/C(=C\C(=O)COC(=O)C2CC3CCCC(C2)C3=O)C(C)(C)c2ccccc21 (configuration not stated)	124.0	3.7
Cc1ccc(C)c(CN2C(=O)c3ccccc3S(=O)c3ccc(C(=O)N4CCOCC4)cc32)c1 (configuration not stated)	101.0	-0.5
Cc1nn2c(C)c(C(=O)NCCc3ccccc3)cnc2c1-c1ccccc1	103.0	-0.2
COCN(C#N)c1nc(N(C)C)nc(N(C)C)n1	103.0	0.2
COc1cccc(-c2nc(S(=O)(=O)c3ccccc3)c(N3CCC(C)CC3)o2)c1	108.0	0.4
CC(=O)NC(=O)/C(C#N)=C/Nc1ccc(F)c(Cl)c1	104.0	0.8
O=C1CCC2(CC1)OCCO2	102.0	0.1
Cc1ccc(C(=O)c2cccs2)s1	101.0	-0.3
COc1ccccc1NC(=O)c1c(C)cc(C)nc1SCC(=O)Nc1cccc(C)c1	113.0	1.4
COCCCn1c(SCc2cccc(Cl)c2)nc2c(sc3ccccc32)c1=O	98.0	-2
CCOC(=O)c1nn(-c2ccccc2)c(=N)c(C#N)c1C	57.0	-7.7
Cc1cccc(N2CCN(C(=O)c3ccc4c(c3)N(Cc3cccc(Cl)c3)C(=O)c3ccccc3S4=O)CC2)c1C (configuration not stated)	106.0	0
Cc1ccc(Cl)c2c1N[C@@H](c1ccc(C(=O)O)cc1)[C@H]1CC=C[C@@H]21	109.0	-0.4
O=C1NN=C(c2ccccc2)C1CCO (configuration not stated)	102.0	0.1
Cc1ccc(C)c(CN2CCCN(Cc3ccccc3C)S2(=O)=O)c1	109.0	0.6
CCCN(CCO)CCCc1ccccc1	101.0	0.3
CCS(=O)(=O)c1cccc(C(=O)Nc2nccs2)c1	106.0	1.5
C=CCNC(=O)COc1ccc(Cl)cc1Cl	105.0	0.3
CC(C)Cc1oc(C(=O)O)cc1CN	99.0	-0.6
CC1CN(S(=O)(=O)c2ccc(NC(=O)CN3C(=O)COc4ccccc43)cc2)CC(C)O1 (configuration not stated)	98.0	-0.6
CCc1ccc(S(=O)(=O)NCc2cccn2Cc2cccc(C)c2)cc1	107.0	0.3
COc1ccc(C2CC(c3c(O)cc(C)oc3=O)=NCCS2)c(OC)c1 (configuration not stated)	102.0	0.7
O=C(NC(Cc1nc2ccccc2[nH]1)c1ccccc1)c1ccccc1 (configuration not stated)	99.0	-1

Exported with values under each structure: 2 of the compounds above.
Every second line gives: PV pol inh, PV pol inh FP z-score
COc1ccc(C2CC(c3c(O)cc(C)oc3=O)=NCCS2)c(OC)c1 (configuration not stated)
→ 102.0, 0.7
O=C(NC(Cc1nc2ccccc2[nH]1)c1ccccc1)c1ccccc1 (configuration not stated)
→ 99.0, -1

High-throughput results deposited in PubChem BioAssay by ICCB-Longwood Screening Facility, Harvard Medical School.

Only part of the results is shown; the hit share may differ from the screen's.
